KKLEB cytotox: reduces viability of KKLEB cystic fibrosis airway cells | KKLEB CF airway cells viability, ATPlite luminescence, overnight; hits give low values; cells stimulated with P. aeruginosa culture filtrate | activity change (cytotoxicity), % at 5 µM | 360,000 tested, 0.36% active;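 active means corrected activity change at or below -50% at 5 µM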
MITF TRPM1 inh: inhibitors of MITF-driven TRPM1 promoter in melanoma cells. SK-MEL-5 TRPM1 promoter luciferase, 24 h. inhibition, % at 12.5 µM. 330,000 tested, 0.83% active. AID 488899;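 active means mean inhibition across replicates of 60% or more, whatever share of single replicates reaches that level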; further: values of inactives mirror those of a sister screen read the other way
Shn3 3UTR inh: reduces Shn3 3'UTR luciferase signal in osteoblasts; inhibition, % at 12.5 µM; 360,000 tested, 0.52% active; AID 588674; Clone20 osteoblast Shn3 3'UTR firefly luciferase, 24 h;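 active means mean inhibition of at least 75% with every replicate also reaching 75%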;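 further: 0% = median of neutral control wells and 100% = pilot-screen positive control compound; some compounds past the cut are filed as inactive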
PDI turbidity: PDI (human) enzyme inhibition | PDI insulin aggregation turbidity, A650, 90 min | 350,000 tested, 0.052% active | AID 588391 | inhibition, % at 10 µM | P07237;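 active means mean inhibition across replicates of 30% or more, whatever share of single replicates reach that level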;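 further: absorbance from insulin aggregation driven by PDI reduction with DTT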
Target sequence (P07237 whole entry, looked up): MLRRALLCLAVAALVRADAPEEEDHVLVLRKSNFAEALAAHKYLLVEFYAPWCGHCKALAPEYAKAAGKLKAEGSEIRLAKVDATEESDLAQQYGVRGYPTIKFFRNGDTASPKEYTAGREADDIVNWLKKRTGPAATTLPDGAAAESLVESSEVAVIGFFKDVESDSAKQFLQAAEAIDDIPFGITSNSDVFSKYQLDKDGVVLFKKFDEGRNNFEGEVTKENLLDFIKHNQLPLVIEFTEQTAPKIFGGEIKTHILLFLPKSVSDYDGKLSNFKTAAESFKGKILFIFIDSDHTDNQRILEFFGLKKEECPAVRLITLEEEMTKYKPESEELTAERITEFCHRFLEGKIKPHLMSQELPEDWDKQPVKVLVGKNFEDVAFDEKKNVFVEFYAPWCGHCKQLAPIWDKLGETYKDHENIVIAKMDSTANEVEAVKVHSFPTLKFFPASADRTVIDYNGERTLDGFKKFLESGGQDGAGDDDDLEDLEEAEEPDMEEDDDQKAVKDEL
Vif inh: HIV Vif inhibition | HEK293T cells, Vif self-association by quenched fluorescence, imaging, 24 h | inhibition, % at 7.49 µM | 340,000 tested, 0.35% active; in the data active means inhibition above about 50%, passing the limit was not always enough; further: some results filed as inactive read as strong as hits
NR2E3 ag-1: activates human NR2E3 receptor. CHO-S Gal4-NCOR/VP16-NR2E3 two-hybrid, luciferase. AID 602229. inhibition of corepressor binding, % at 3.98 µM. 360,000 tested, 0.35% active. Q9Y5X4;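 active means inhibition above the mean of all tested compounds plus 3 SD, cut at about 70% in these data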;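 further: 0% = DMSO with NR2E3 transfected cells and 100% = cells lacking NR2E3 construct; higher means lower luciferase signal from less NR2E3 corepressor binding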
Target sequence (Q9Y5X4 whole entry, looked up, the tested form may be a part): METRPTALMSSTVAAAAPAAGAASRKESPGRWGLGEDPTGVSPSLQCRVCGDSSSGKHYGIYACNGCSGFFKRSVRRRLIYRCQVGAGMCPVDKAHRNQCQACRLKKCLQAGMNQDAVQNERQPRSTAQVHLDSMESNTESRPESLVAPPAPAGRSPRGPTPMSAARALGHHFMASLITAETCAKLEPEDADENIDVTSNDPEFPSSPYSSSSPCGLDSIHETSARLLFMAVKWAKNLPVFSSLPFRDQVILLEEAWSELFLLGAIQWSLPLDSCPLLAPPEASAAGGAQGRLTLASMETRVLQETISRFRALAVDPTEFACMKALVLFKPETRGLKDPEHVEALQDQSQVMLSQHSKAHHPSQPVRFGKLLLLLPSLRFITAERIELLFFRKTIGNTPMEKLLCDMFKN
CaV13 FRET inh: Disruptors of the CACNA1D IQ motif to Ca2+-dependent inactivation inhibitor domain association, primary screening, Förster resonance energy transfer in intact living …; HEK cells, CFP/YFP FRET ICDI-IQ, plate reader, 10 min; percent FRET-ratio fall versus neutral wells; inhibition, % at 12.3 µM; 340,000 tested, 0.098% active;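 active means mean replicate inhibition of at least 30% and at least 1% of replicates passing that level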;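 further: 0% = median of the neutral control wells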
HIF-2a block: inhibitors of HIF-2a. 786-0 RCC cells HIF-2a reporter, luciferase luminescence, overnight. inhibition, % at 18.8 µM. 360,000 tested, 0.72% active;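 active means inhibition of the luminescence signal of 40% or more relative to plate controls, in a single-dose primary screen at 18.75 µM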
CF NFkB inh: blocks PAF-induced NF-kB reporter in cystic fibrosis cells; 360,000 tested, 0.86% active; KKLEB NF-kB-GFP reporter, GFP fluorescence overnight; inhibition, % at 5 µM;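 active means at least 50% inhibition at 5 µM, scaled per plate between neutral and stimulator controls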;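 further: PAF is a Pseudomonas aeruginosa culture filtrate used as stimulus; plate controls were PAF-stimulated DMSO wells for no effect and unstimulated DMSO wells for full effect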
Peg3 prom inh: reduces Peg3 promoter-driven luciferase expression in HeLa. HeLa PEG-Prom luciferase reporter, luminescence, overnight. inhibition, % at 20 µM. 360,000 tested, 1.7% active;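 active means inhibition of at least 50% at 20 µM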
NR2E3 ag-2: activates human photoreceptor nuclear receptor NR2E3; Q9Y5X4; GST-NR2E3/biotin-RetCOR TR-FRET, 1536-well; inhibition of corepressor binding, % at 4.78 µM; 320,000 tested, 0.12% active; AID 2300;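 active means percent inhibition above the cutoff of mean plus 3 SD of all tested compounds, set per screening campaign, cut at about 20% in these data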;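 further: 0% = DMSO wells and 100% = biotin wells as full block of FRET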
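system = GST-tagged NR2E3 plus biotinylated RetCOR corepressor | input = 1.35 nM GST-NR2E3 | also added = 7 nM biotin-RetCOR | schedule = 5 h incubation at 4 °C | measured by = TR-FRET with europium anti-GST and streptavidin-D2, 340 nm excitation | read-out = percent loss of FRET ratio relative to control wells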
An asterisk follows results filed as active; . = no result given.

SMILES | KKLEB cytotox | MITF TRPM1 inh | Shn3 3UTR inh | PDI turbidity | Vif inh | NR2E3 ag-1 | CaV13 FRET inh | HIF-2a block | CF NFkB inh | Peg3 prom inh | NR2E3 ag-2
Cc1ccc(S(=O)(=O)CCC(=O)OCC(=O)NCc2ccc(F)cc2)cc1 | 12 | . | 15 | -6 | 15 | 18 | -7 | 4 | -3 | -2 | .
C[C@H](CO)N1C[C@H](C)[C@@H](CN(C)C(=O)Nc2ccc(C(F)(F)F)cc2)Oc2ccc(NC(=O)CCC(F)(F)F)cc2C1=O | -1 | 12 | -1 | 0 | . | -18 | -8 | 6 | 12 | -1 | .
CCCc1nc2scc(-c3ccc(C)cc3)c2c(=O)n1N | 3 | -34 | 33 | 5 | -9 | -7 | -5 | -91 | 4 | -70 | 4
CCCCCC(=O)Nc1cccc(-c2nc3ncccc3o2)c1 | 14 | -3 | 9 | -8 | -6 | -6 | -8 | -91 | -32 | -35 | -4
O=C(CN1C(=O)c2ccccc2C1=O)OC(C(=O)c1ccc(Cl)cc1)c1ccccc1 (configuration not stated) | 1 | -3 | -4 | 10 | -3 | -27 | -8 | 0 | 10 | 3 | 2
Cc1nn(CC(=O)Nc2ccc(N3CCOCC3)cc2)c(C)c1Cl | -4 | 3 | 2 | 6 | -3 | -13 | -6 | -23 | 10 | 3 | 1
Cn1c(CNC(=O)OC(C)(C)C)n[nH]c1=S | 16 | 3 | -1 | 5 | 19 | 16 | -14 | 9 | 2 | 0 | 3
COc1ccc(CNC(=O)c2ccc(CS(=O)c3ccccc3)o2)cc1 (configuration not stated) | -1 | 1 | 4 | 0 | 1 | 0 | -2 | 6 | 6 | 15 | -1
Cc1ccc(C(=O)NC(=S)NCC2CCCO2)cc1Br (configuration not stated) | 6 | -27 | -108 | 0 | -8 | -75 | -14 | -215 | -1 | -188 | 0
COc1ccccc1S(=O)(=O)Cc1ccc(C(=O)NCC(OC)OC)o1 | 6 | 3 | -1 | 13 | -6 | 4 | -4 | -30 | 7 | 3 | -1
O=C1c2ccsc2SCCN1Cc1ccc(Cl)cc1Cl | -2 | 7 | -6 | -2 | -4 | 15 | 0 | 11 | 7 | 27 | 0
CC(=O)Nc1cccc(C(=O)OCC(=O)NC2CCCCCCC2)c1 | 15 | -11 | 2 | 0 | 5 | -16 | -2 | -72 | -8 | -90 | 1
O=C(COC(=O)c1cc([N+](=O)[O-])ccc1NCc1ccccc1)NC1CCCc2ccccc21 (configuration not stated) | -28 | 2 | 18 | 0 | -1 | -26 | -5 | 7 | 29 | 6 | -1
O=C(Cn1cc([N+](=O)[O-])ccc1=O)NCC1COc2ccccc2O1 (configuration not stated) | -1 | 6 | -22 | 10 | -9 | 9 | -7 | 10 | 13 | -7 | 1
Cc1noc(C)c1COc1ccc(C(=O)OC(C)C(=O)Nc2ccc(S(=O)(=O)N3CCOCC3)cc2)cc1 (configuration not stated) | -2 | 10 | 20 | -14 | -15 | -19 | -10 | 12 | -15 | -17 | 0
Cc1cc(C)nc(NC(=O)c2c(-c3ccccc3Cl)noc2C)n1 | -5 | -2 | 6 | 0 | 2 | -2 | -5 | 11 | -1 | 9 | -2
Cc1ccc(NC(=O)c2ncn(CCCNCC(C)c3ccccc3)n2)cc1C (configuration not stated) | -18 | 0 | -15 | -2 | 1 | -27 | -6 | -22 | 9 | 3 | .
COc1ccc(CCC(=O)NCC(c2ccco2)N2CCc3ccccc32)cc1 (configuration not stated) | 4 | 1 | 2 | 0 | 7 | 3 | -6 | 7 | -7 | 9 | -1
Cc1cccn2c(=O)c3cc(C(=O)N4CCN(Cc5ccccc5)CC4)sc3nc12 | -2 | 8 | 7 | 2 | -2 | 3 | -6 | 10 | 9 | 14 | 1
CCc1nc2ccc(C(=O)NCCOc3ccc(OC)cc3)cn2c1N(C=O)Cc1ccc(OC)cc1 | -2 | . | 10 | -9 | -3 | -26 | -11 | -2 | -1 | -8 | .
CCC(C)C(NS(=O)(=O)c1ccc(C)cc1)C(=O)NCCCN1CCOCC1 (configuration not stated) | -16 | 4 | -1 | -4 | -5 | -21 | -14 | -2 | 3 | 0 | -3
O=C(NC1CCCC1)C(c1ccccc1)N(Cc1ccc(F)cc1)C(=O)c1csnn1 (configuration not stated) | 6 | 6 | -6 | -1 | 12 | 15 | -3 | 11 | 5 | 3 | 1
O=C1c2ccc(-c3ccc(F)cc3OCc3ccccc3)cc2S(=O)(=O)c2cccc(C(=O)N3CCN(c4ncc(Br)cn4)CC3)c21 | -15 | 0 | 66 | 0 | . | 24 | -6 | 7 | 10 | 11 | .
O=[N+]([O-])c1ccc(N2CCN(CCOCCO)CC2)c([N+](=O)[O-])c1 | 0 | -4 | 10 | 4 | 6 | -4 | -6 | 12 | -13 | 5 | 5
CCC1=NC(c2ccccc2Cl)N(O)C1(C)C (configuration not stated) | 8 | -1 | 9 | -1 | . | 15 | -7 | 4 | 10 | 2 | 1
COc1ccc(NC(=S)N(CCO)Cc2cc3c(C)cc(C)cc3[nH]c2=O)cc1 | 10 | -5 | . | 2 | -9 | 0 | -1 | 23 | 7 | 10 | 0
CC1(NC(=O)CCc2nc3ccccc3c(=O)[nH]2)CCS(=O)(=O)C1 (configuration not stated) | -3 | -7 | -7 | -2 | 6 | -3 | -3 | 19 | -8 | 5 | 2
CCOC(=O)C1(Cc2cccc(OC)c2)CCN(Cc2ccc(OC)c(O)c2)CC1 | -17 | -1 | 20 | -17 | 2 | -6 | -1 | 17 | 18 | -3 | -1
COCc1c(C(=O)N/N=C\c2cccs2)nnn1-c1nonc1N | 5 | -1 | 8 | -9 | 3 | 2 | -4 | -17 | 0 | -10 | 3
COc1ccc(OCc2nnc(SCC(=O)Nc3ccccc3C#N)o2)cc1 | 9 | 3 | 10 | -6 | 4 | 0 | -2 | 10 | -6 | 4 | 6
CCOc1cc(CNCc2cc(OC)cc(OC)c2)ccc1OC | -10 | 9 | 63 | -3 | -12 | 11 | 4 | -6 | 16 | 3 | 0
CC(NC(=O)c1c(Cl)cnn1C)C1CCCO1 (configuration not stated) | 7 | 2 | -18 | -4 | -5 | -24 | -1 | 12 | 4 | 6 | 1
O=C(COc1ccccc1)NC1CCSC1=O (configuration not stated) | 7 | 1 | -4 | 2 | 5 | 17 | -3 | 4 | 22 | -8 | 6
CC(NC(=O)c1ccccc1NC(=O)c1ccco1)C(=O)O (configuration not stated) | 10 | 6 | -10 | -4 | 2 | -11 | -6 | 6 | -6 | 11 | -3
Cc1c(Cl)cccc1NC(=O)CCCn1cnc([N+](=O)[O-])n1 | -6 | -13 | -1 | 8 | -12 | -11 | -7 | 14 | 12 | 2 | 4
CC(=O)c1cccc(NC(=O)C2(C)Cc3c(-c4cccc(C(F)(F)F)c4)ccnc3O2)c1 (configuration not stated) | -16 | . | 16 | 17 | -9 | -10 | -10 | 37 | 13 | 36 | .
CCOC(=O)CC(=O)CSc1[nH]c(=O)cc(C)c1C#N | 10 | -1 | -2 | 4 | 11 | 2 | -4 | 10 | -8 | 1 | -5
O=C(Cc1ccccc1)N/N=C/C=C/c1cccc([N+](=O)[O-])c1 | 3 | -17 | -9 | -10 | 5 | 2 | -5 | -94 | -18 | -63 | 0
CCNC(=O)CC1C(=O)N(CC)C(=S)N1NC(=O)c1ccccc1 (configuration not stated) | 4 | . | -1 | 13 | 3 | 6 | -19 | 15 | -11 | 13 | 0
CC(=O)N1CCN=C1SCc1cccc(C)c1 | 23 | -2 | -11 | 18 | 0 | 46 | -16 | -5 | -23 | 0 | 3
CC(=O)Nc1ccc(NC(=O)CSCCc2ccccn2)cc1 | 18 | 0 | -15 | 0 | 7 | -2 | -4 | 6 | 7 | 4 | 1
CCOc1ccc(C(F)(F)F)cc1NC(=O)c1ccc(OC)c([N+](=O)[O-])c1 | -28 | 12 | 21 | -6 | 2 | -28 | -8 | 1 | 30 | 1 | -2
CCCCc1ccc(/C=C2\C(=O)ON=C2c2ccccc2)s1 | -4 | 4 | 27 | -2 | -1 | -9 | -2 | 9 | -12 | 26 | 1
O=C(NCCN1CCOCC1)c1cccc(S(=O)(=O)N2CCCC2)c1 | -9 | 4 | -6 | 0 | 8 | 11 | -2 | 7 | -16 | 4 | .
c1cnc2c(C3NCCc4c3[nH]c3ccccc43)cccc2c1 (configuration not stated) | -10 | 17 | 10 | . | -6 | -25 | . | 18 | 12 | -8 | -3

Screening results: PubChem, several laboratories
